Compound activity as filed in PubChem BioAssay.
RBBP9 inh: blocks human serine hydrolase RBBP9. O75884. recombinant RBBP9, FP-Rh probe fluorescence polarization. AID 1515. inhibition, % at 7.94 µM. hit rate 0.2% among 220,000;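 active = inhibition above the campaign mean of all tested compounds plus 3 SD, cut at about 14% in these data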;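 note: plate controls were DMSO wells with RBBP9 for no effect and wells lacking RBBP9 protein for full effect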
Target sequence (O75884 whole entry, looked up): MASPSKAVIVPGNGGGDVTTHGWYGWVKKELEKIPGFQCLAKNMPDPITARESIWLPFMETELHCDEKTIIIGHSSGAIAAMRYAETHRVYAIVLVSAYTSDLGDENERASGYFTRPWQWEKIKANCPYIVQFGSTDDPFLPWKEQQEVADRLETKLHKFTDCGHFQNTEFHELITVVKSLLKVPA
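Controls: DMSO-treated enzyme wells and wells lacking RBBP9 | Material: RBBP9 protein | Technique: Fluorescence polarization | Replication: Single well per compound, no replicates | Buffer or medium: Tris-NaCl-Pluronic buffer, pH 8.0 | Timing: 30 min compound preincubation, 45 min probe labeling, 25 °C | Read-out basis: Percent inhibition from mP, scaled between DMSO and no-protein wells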
PGE2 EP2 inh: inhibitors of human EP2 prostaglandin E2 receptor; hit rate 0.52% among 260,000; C6 glioma cells expressing human EP2, cAMP TR-FRET; cells stimulated with saturating PGE2; inhibition, % at 25 µM; P43116;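 active = percent inhibition above 40 after rounding to a whole number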;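 note: rat C6 glioma host cells with rolipram phosphodiesterase inhibitor present; the protocol text gives 20 µM as final concentration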
Target sequence (P43116 whole entry, looked up): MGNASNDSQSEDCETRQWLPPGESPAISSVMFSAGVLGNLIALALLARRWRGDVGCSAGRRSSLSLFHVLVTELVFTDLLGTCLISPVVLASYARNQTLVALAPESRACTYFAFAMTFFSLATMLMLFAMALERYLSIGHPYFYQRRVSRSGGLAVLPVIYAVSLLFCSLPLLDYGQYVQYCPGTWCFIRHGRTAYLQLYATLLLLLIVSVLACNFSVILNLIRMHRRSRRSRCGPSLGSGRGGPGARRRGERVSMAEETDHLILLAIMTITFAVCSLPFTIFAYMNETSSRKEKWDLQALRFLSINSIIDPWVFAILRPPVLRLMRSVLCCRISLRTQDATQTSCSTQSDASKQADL
p47phox inh: blocks human p47phox regulatory protein of NADPH oxidases; inhibition, % at 24.7 µM; P14598; hit rate 0.53% among 220,000; AID 1274; p47phox/p22phox peptide binding, fluorescence polarization, 2 h;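 active = inhibition above about 30%, limit read from the data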;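 note: 0% = p47phox with labelled peptide and 100% = labelled peptide alone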
Target sequence (P14598 whole entry, looked up): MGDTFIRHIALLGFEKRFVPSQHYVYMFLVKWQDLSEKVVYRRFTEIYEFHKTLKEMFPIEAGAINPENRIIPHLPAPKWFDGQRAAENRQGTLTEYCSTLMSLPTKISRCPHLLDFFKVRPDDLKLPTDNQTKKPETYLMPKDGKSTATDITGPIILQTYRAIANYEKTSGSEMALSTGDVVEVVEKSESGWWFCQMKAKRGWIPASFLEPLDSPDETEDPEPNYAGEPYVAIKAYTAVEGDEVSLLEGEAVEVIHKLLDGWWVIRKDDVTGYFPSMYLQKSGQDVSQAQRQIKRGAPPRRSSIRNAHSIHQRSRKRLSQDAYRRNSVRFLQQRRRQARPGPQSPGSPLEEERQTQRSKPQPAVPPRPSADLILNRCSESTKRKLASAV
Furin inhibitor: human furin inhibition; purified furin, fluorogenic substrate cleavage; inhibition, % at 30 µM; AID 463115; hit rate 0.061% among 220,000; P09958; in the data active = inhibition above about 25%; note: inactives centre near -15
p97 inhibitor: blocks human p97 ATPase activity | P55072 | recombinant p97 ATPase, Kinase-Glo ATP luminescence, 3 h | inhibition, % at 8 µM | hit rate 0.42% among 220,000 | AID 1481; in the data active = inhibition above about 15%;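 note: 0% = DMSO vehicle and 100% = wells lacking enzyme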
BaF3 parental: counter-screen for JAK2V617F inhibitors: parental Ba/F3 viability inhibitors | CellTiter-Glo ATP luminescence | inhibition, % at 5.6 µM | AID 1486 | hit rate 1.1% among 220,000;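 active = inhibition above a per-campaign cutoff, the mean inhibition of all tested compounds plus 3 SD, cut at about 27% in these data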;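 note: 0% = DMSO wells and 100% = JAK Inhibitor I control wells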
Ba/F3 V617F tox: lowers viability of Ba/F3 cells expressing EpoR and JAK2V617F. ATP luminescence. inhibition, % at 5.6 µM. hit rate 1.1% among 220,000. AID 1446;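 active = inhibition above the campaign mean plus 3 SD over all tested compounds, cut at about 24% in these data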;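 note: cytokine-independent growth of Ba/F3 cells driven by EpoR plus mutant JAK2; 0% = DMSO-treated cells and 100% = JAK inhibitor I control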
Tb hexokinase: T. brucei hexokinase 1 inhibition; recombinant TbHK1, G6PDH-coupled NADH A340; inhibition, % at 10 µM; hit rate 0.11% among 220,000; AID 1430;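 active = inhibition of 50% or more in the single-dose primary screen; inactive = inhibition below 50%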
PPC-1+TRAIL kill: kills PPC-1 cancer cells in the presence of TRAIL; hit rate 0.41% among 220,000; cell killing (% activity), % at 4 µM; PPC-1 cells + TRAIL, ATPLite viability luminescence; AID 1443;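 active = cell killing above 50% in the first pass at 4 µM, then a duplicate retest at 5 µM averaging 50% or more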;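 note: plate controls were cells with TRAIL plus DMSO for no effect and medium-only wells lacking cells for full effect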
Numbers without * were called inactive; nt = not tested or not shown; & = joins results of further samples; [ ] = remark or other dose.

cpd | Molecule | RBBP9 inh | PGE2 EP2 inh | p47phox inh | Furin inhibitor | p97 inhibitor
1 | O=C(Nc1cccc(S(=O)(=O)NC2=NCCCCC2)c1)c1cc(-c2ccc(Cl)cc2)nc2ccccc12 | -5 | 12 | -11 | -13 | 1
2 | CCCCN(CC)CCCNC(=O)c1ccc(CSc2nc3ccncc3[nH]2)cc1 | -6 | 4 | 1 | -23 | -4
3 | CC(C)(C)C(=O)NNc1nc(-c2ccccc2)c2cc(Br)ccc2n1 | -4 | 6 | -8 | -11 | 4
4 | Cc1ccc(Cn2c(SCC(=O)NCc3ccco3)nc3ccsc3c2=O)cc1 | -8 | 2 | 1 | -18 | 1
5 | CCOC(=O)N1CCN(C(=O)C2CCN(S(=O)(=O)CC)CC2)CC1 | -3 | 13 | 1 | -31 | 8
6 | O=C1c2ccccc2S(=O)(=O)N1Cc1nnc(-c2ccccc2Br)o1 | -6 | 8 | -9 | 10[20 µM] | 4
7 | O=c1cc(N2CCC(Cc3ccccc3)CC2)[nH]c(=O)n1C1CCCCC1 | 2 | 7 | -7 | -7 | -1
8 | CC1CN(C(=O)CSc2nnc3c(Cl)cc(Cl)cn23)CC(C)O1 (stereo not given) | 4 | 12 | -11 | -4[20 µM] | 3
9 | C/C(=C\C(=O)c1c(O)cc(C)oc1=O)N(C)C | -3 | 15 | -8 | -26 | 5
10 | CCN(CC)c1ccc(/C=N/NC(=O)c2ccc3nc[nH]c3c2)c(O)c1 | 7 | 10 | -22 | -10 | 4
11 | CCOC(=O)c1c(C)[nH]c(C(=O)OCC(=O)NC(C)(C)C)c1C | -5 | 11 | -5 | -10 | 1
12 | CC1CCN(C(=O)CSc2nc3ccccc3c(=O)n2Cc2ccc3c(c2)OCO3)CC1 | -1 | 2 | -12 | -31 | 1
13 | Cc1nc([N+](=O)[O-])cn1CC(O)c1ccccc1 (stereo not given) | -3 | 6 | -1 | -37 | 5
14 | COc1cccc(CCc2nnc(CCC(=O)N3CCN(Cc4ccccn4)CC3)o2)c1 | -7 | 2 | 2 | -30 | -1
15 | O=C1OCc2ccc(NS(=O)(=O)c3ccc(C(F)(F)F)cc3)cc21 | 1 | 4 | -7 | -13 | -3

cpd | BaF3 parental | Ba/F3 V617F tox | Tb hexokinase | PPC-1+TRAIL kill
1 | 5 | 4 | -16 | 2
2 | 2 | 3 | -1 | 11
3 | 8 | -4 | 0 | 11
4 | 2 | -1 | 3 | -1
5 | 9 | -4 | 1 | -3
6 | 0 | -4 | 2 | 6
7 | 1 | 0 | 4 | 22
8 | 0 | -2 | 3 | -12
9 | 6 | 0 | -3 | 13
10 | 2 | 8 | -17 | 39
11 | -4 | -5 | -8 | 13
12 | 1 | -3 | 9 | -18
13 | 1 | -1 | 27 | -5
14 | 2 | -4 | -2 | 8
15 | -5 | 6 | 3 | 14

Following part.
cpd | Molecule | RBBP9 inh | PGE2 EP2 inh | p47phox inh | Furin inhibitor | p97 inhibitor
16 | CC1(C)CC(N2CCOCC2)=CC(=[N+]2CCOCC2)C1 | -8 | 4 | -2 | -3 | 2
17 | O=C(NCc1ccco1)C(c1ccncc1)N(CCC1=CCCCC1)C(=O)Cn1nnc2ccccc21 (stereo not given) | 0 | 13 | -18 | -4 | -7
18 | Cc1ccnc(NC(=O)c2sc3ccccc3c2Cl)c1 | -6 | 6 | -4 | -19 | 5
19 | c1ccc2c(c1)nc(-c1ccncc1)n1nnnc21 | -10 | 5 | -14 | -24[20 µM] | 2
20 | COc1ccc(CCN2C(=O)N(c3ccc(OC)cc3)C(=O)C2CC(=O)Nc2ccc(OC)cc2)cc1 (stereo not given) | 7 | 7 | 6 | -21 | 8
21 | NC1=NC(=Nc2ccc(S(N)(=O)=O)cc2)c2ccccc21 | -6 | 17 | -14 | -7 | 4
22 | CC(=O)Nc1nc(-c2ccccc2)ns1 | -10 | 4 | -12 | -16[20 µM] | 5
23 | Cn1c(=O)cc(OCCCC(=O)NCc2cccnc2)c2ccccc21 | -1 | 5 | -1 | -24 | 6
24 | Cn1cccc1C(=O)OCC(=O)NC1CCS(=O)(=O)C1 (stereo not given) | -2 | 6 | -12 | -13 | 5
25 | COc1ccc(OC)c(C(=O)CSc2nnc(Cc3cccs3)n2CCc2ccccc2)c1 | -7 | 0 | -87 | -5[20 µM] | -1
26 | O=C(NC1CCCC1)C(c1ccc(Cl)cc1)N(Cc1ccc(F)cc1)C(=O)CCl (stereo not given) | -3 | 9 | -7 | 0 | -4
27 | O=C(NCC1CCCO1)c1nn2cccnc2c1Cl (stereo not given) | -2 | 10 | 7 | 16[20 µM] | 4
28 | Nc1nnc(SCC(=O)N2CCN(c3ccccc3)CC2)n1-c1ccccc1 | -2 | 14 | -11 | -25[20 µM] | 2
29 | CC(=O)C1=C(O)C(=O)N(c2nccs2)C1c1ccc(Br)cc1 (stereo not given) | 4 | 22 | 0 | -22[20 µM] | 3
30 | Cc1ccc(/C=N/NC(=O)CNC(=O)COc2ccccc2)cc1 | -5 | 7 | 3 | -14 | 3

cpd | BaF3 parental | Ba/F3 V617F tox | Tb hexokinase | PPC-1+TRAIL kill
16 | 5 | -2 | -98 | -9
17 | 2 | 5 | 7 | 14
18 | 4 | -2 | 18 | 76*
19 | 4 | -1 | 0 | 22
20 | -2 | -5 | -6 | 8
21 | 2 | -1 | -39 | -9
22 | 11 | 1 | 7 | -4
23 | -5 | -3 | -4 | 6
24 | -3 | -1 | -1 | -13
25 | -3 | -3 | -7 | -18
26 | 5 | 3 | 25 | 26
27 | 1 | -4 | -2 | 15
28 | 7 | -1 | 1 | 0
29 | 5 | -1 | -38 | 9
30 | 3 | -1 | 6 | 6

Fetched by compound from the list above (two):
cpd | Molecule | RBBP9 inh | PGE2 EP2 inh | p47phox inh | Furin inhibitor | p97 inhibitor
29 | CC(=O)C1=C(O)C(=O)N(c2nccs2)C1c1ccc(Br)cc1 (stereo not given) | 4 | 22 | 0 | -22[20 µM] | 3
25 | COc1ccc(OC)c(C(=O)CSc2nnc(Cc3cccs3)n2CCc2ccccc2)c1 | -7 | 0 | -87 | -5[20 µM] | -1

cpd | BaF3 parental | Ba/F3 V617F tox | Tb hexokinase | PPC-1+TRAIL kill
29 | 5 | -1 | -38 | 9
25 | -3 | -3 | -7 | -18

The listing continues.
cpd | Molecule | RBBP9 inh | PGE2 EP2 inh | p47phox inh | Furin inhibitor | p97 inhibitor
31 | COc1ccc(/C(C)=N/NS(=O)(=O)c2cc(C)ccc2C)c(OC)c1 | -5 | 2 | 1 | -7 | 1
32 | COC(=O)COc1ccc(NC(=O)C2CCCO2)cc1 (stereo not given) | 2 | 16 | -11 | -3[20 µM] | 6
33 | CCOC(=O)COc1ccc(Br)cc1/C=C/c1[nH]c(=O)[nH]c(=O)c1[N+](=O)[O-] | -10 | 3 | -11 | -12 | 12
34 | CC(=O)CC(=O)Nc1ccc(Cl)cn1 | -1 | 4 | 1 | -29 | 6
35 | CC(C)OCCCNc1ncnc2c1[nH]c1ccc(F)cc12 | -4 | 46* | -11 | -26 | 1
36 | CC(C)=C1SC(N2CCOCC2)=NC1=O | -8 | 12 | -10 | -2[20 µM] | -2
37 | CCOC(=O)c1[nH]c2ccc(OC)cc2c1NC(=O)CN1CCc2ccccc2C1 | 0 | 12 | -10 | -19[20 µM] | -2
38 | CCCn1c(N2CCN(CC(=O)c3c[nH]c4ccccc34)CC2)nc2c1c(=O)[nH]c(=O)n2C | -13 | 14 | -24 | -19 | -5
39 | COc1ccccc1CNC(=O)c1cc(-c2cccnc2)nc2ccccc12 | -4 | 6 | 0 | -24 | 6
40 | COCCCNc1nnc(Cc2ccccc2)c2ccccc12 | -12 | 7 | -12 | -13 | -10
41 | CN1CCN(c2ncnc3c2cnn3-c2ccc(Cl)cc2)CC1 | -6 | 18 | -15 | -13 | -10
42 | Cc1ccc(C2CC(=O)C=C(Nc3ccc(Cl)cc3)C2)cc1 (stereo not given) | -5 | 8 | -5 | -21 | 0
43 | CCOC(=O)CN(Cc1sccc1C)C(=O)Nc1cccc(OC)c1 | -6 | 8 | -9 | -22 | 4
44 | COc1ccc(-c2nc3ccccc3o2)cc1NC(=O)CSc1ccc(Cl)cc1 | 1 | 8 | -7 | -10 | -1
45 | CCC(C)C(NC(N)=O)C(=O)Nc1ccc(C)c(Cl)c1 (stereo not given) | 0 | 5 | -6 | -7 | 4

cpd | BaF3 parental | Ba/F3 V617F tox | Tb hexokinase | PPC-1+TRAIL kill
31 | 9 | 0 | 0 | 20
32 | 0 | -4 | 2 | 23
33 | 2 | -2 | -13 | 0
34 | 2 | 1 | -2 | -4
35 | 70* | 65* | -11 | 14
36 | 1 | -3 | -9 | -22
37 | 4 | -1 | -2 | 10
38 | 5 | 1 | -6 | -3
39 | 4 | -1 | -2 | 20
40 | 6 | 4 | 3 | 6
41 | 4 | 3 | -4 | 6
42 | 6 | -1 | -7 | 3
43 | 0 | -4 | -4 | 4
44 | 9 | 3 | -14 | 2
45 | 10 | -4 | 35 | 34

Going on with the list:
cpd | Molecule | RBBP9 inh | PGE2 EP2 inh | p47phox inh | Furin inhibitor | p97 inhibitor
46 | Cc1ccc(S(=O)(=O)CCc2nc3ccccc3[nH]2)cc1 | -5 | 7 | -2 | -26 | 2
47 | CCc1ccc(/C=C2\CN(CC)Cc3c2nc2ccccc2c3C(=O)O)cc1 | 0 | 4 | 3 | -6 | -3
48 | COc1ccc(-c2ccc3ccccc3n2)cc1OC | -8 | 2 | -6 | -2 | 0
49 | Cc1ccccc1OCC(=O)Nc1ccc(N2CCN(S(C)(=O)=O)CC2)cc1 | 0 | 8&11 | -27 | -24 | 3
50 | S=c1[nH]ccn1-c1cccc(Cl)c1Cl | 0 | 5 | -3 | -23 | 0
51 | Cc1ccccc1C(=O)N/N=C/c1ccccn1 | -10 | 7 | 7 | 3 | -2
52 | CC(C)C[C@H](NC(=O)OC(C)(C)C)c1nnc(SCC(=O)Nc2ccc(Br)cc2)o1 | -3 | 5 | -8 | -27 | 0
53 | O=c1nc(-c2ccccc2)c2ccccc2[nH]1 | -21 | 13 | -7 | -19 | 5
54 | CCOc1ccc(NC(=S)NCCCN2CCN(C3CCCCC3)CC2)cc1 | -3 | 4 | 6 | -16 | -3
55 | CCCCC(=O)OCC(=O)c1cc(C)n(-c2c(C)n(C)n(-c3ccccc3)c2=O)c1C | -5 | 4 | 2 | -27 | 3

cpd | BaF3 parental | Ba/F3 V617F tox | Tb hexokinase | PPC-1+TRAIL kill
46 | 6 | 1 | 4 | nt
47 | 9 | 5 | -9 | 20
48 | 0 | -1 | -21 | 10
49 | 2 | 0 | -2 | 16
50 | -2 | 0 | 6 | 6
51 | 0 | -2 | 2 | 24
52 | 3 | 99* | -3 | -2
53 | 0 | -4 | -8 | 20
54 | 5 | 2 | 12 | -2
55 | 5 | -5 | 2 | 20

Compound profiles, as listed above. Order of screens: RBBP9 inh | PGE2 EP2 inh | p47phox inh | Furin inhibitor | p97 inhibitor | BaF3 parental | Ba/F3 V617F tox | Tb hexokinase | PPC-1+TRAIL kill
CC(C)C[C@H](NC(=O)OC(C)(C)C)c1nnc(SCC(=O)Nc2ccc(Br)cc2)o1 is entered as -3 | 5 | -8 | -27 | 0 | 3 | 99* | -3 | -2
Cc1ccccc1C(=O)N/N=C/c1ccccn1 is entered as -10 | 7 | 7 | 3 | -2 | 0 | -2 | 2 | 24
COc1ccc(-c2ccc3ccccc3n2)cc1OC is entered as -8 | 2 | -6 | -2 | 0 | 0 | -1 | -21 | 10
Cc1ccccc1OCC(=O)Nc1ccc(N2CCN(S(C)(=O)=O)CC2)cc1 is entered as 0 | 8&11 | -27 | -24 | 3 | 2 | 0 | -2 | 16

This is a subset; count on the stated rates, not on these rows.
